Screens as filed in PubChem BioAssay.
NTR1 ag = NTR1-driven beta-arrestin-GFP spot formation – imaging, U2OS cells, high content, primary screen (AID 493036) | actives 0.17% (n = 330,000) | P30989 | agonist mode | activation, % at 20 µM;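 active means activation at or above 40% of the spot to cytoplasm intensity ratio, with at least 20 cells analyzed; inconclusive means wells under 20 cells, flagged as cytotoxic or low count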;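 further: 0% = DMSO without peptide and 100% = 100 nM NTR1 peptide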
Target sequence (P30989 whole entry, looked up): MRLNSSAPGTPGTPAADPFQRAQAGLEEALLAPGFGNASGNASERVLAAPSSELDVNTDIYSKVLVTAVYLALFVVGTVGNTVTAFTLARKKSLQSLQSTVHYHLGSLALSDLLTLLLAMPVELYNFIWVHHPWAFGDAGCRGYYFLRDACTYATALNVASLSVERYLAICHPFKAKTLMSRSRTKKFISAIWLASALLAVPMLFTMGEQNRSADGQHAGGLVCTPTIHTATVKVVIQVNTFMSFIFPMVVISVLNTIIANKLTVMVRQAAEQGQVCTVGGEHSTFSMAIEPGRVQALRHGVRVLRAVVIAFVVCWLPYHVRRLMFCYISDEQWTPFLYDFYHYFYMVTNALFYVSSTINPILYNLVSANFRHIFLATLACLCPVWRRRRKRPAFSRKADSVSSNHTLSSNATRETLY
AID2073 = disruptors of CaV2.2 binding to Mint1 – biochemical, HTRF (AID 2073) | actives 0.19% (n = 290,000) | HTRF protein-protein interaction, Mint1-CaV2.2; higher % means a stronger effect | one-dose inhibition, % at 20 µM; IC50 in µM for titrated hits; in the data active means inhibition mostly above about 51%, no sharp cut-off; inconclusive means no clear call, values can overlap the other calls; inactive means mostly below about 53%; further: some results filed as inactive read as strong as hits
RSV CPE inhibition = RSV antiviral activity via CPE protection, HEp-2 cells, primary 10 µM value included (AID 2391); HEp-2 cells, RSV-induced CPE inhibition; higher % means a stronger effect; CPE inhibition, % at 10 µM, or IC50 in µM where a hit was titrated; actives 0.13% (n = 310,000); in the data active means a potency from the dose series; inconclusive means CPE inhibition mostly from about 23% at the one dose, without a potency; inactive means the rest, 99 in 100 with CPE inhibition below about 21%; further: strong numbers were not always called active
West Nile virus CPE = West Nile virus antiviral activity, cell-based, CPE readout (AID 1621). West Nile virus-infected cells, CPE inhibition; higher % means a stronger effect. CPE inhibition, % at 10 µM, or IC50 in µM where a hit was titrated. actives 0.02% (n = 290,000); in the data active means a potency from the dose series; inconclusive means CPE inhibition mostly from about 3.7% at the one dose, without a potency; inactive means the rest, 99 in 100 with CPE inhibition below about 2.2%; further: strong numbers were not always called active
K1F lysis inhibition = inhibition of K1F phage lysis, E. coli UTI89, bacterial capsule biogenesis inhibitors, alamar blue (AID 488966); E. coli UTI89 K1F phage lysis, alamar blue, 2 h; higher % means a stronger effect; inhibition, % at 100 µM, or IC50 in µM where a hit was titrated; actives 0.02% (n = 340,000);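 active means phage lysis inhibition, versus mean bacterial control, above a set limit; inconclusive means no clear call, values can overlap the other calls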;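 further: capsule biogenesis inhibitors block K1F phage lysis so surviving cells raise fluorescence; higher fluorescence means more inhibition of phage lysis; actives were called in the ten point dose series up to 300 µM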
Large T inhibition = TAg ATPase/helicase activity blockers – biochemical (AID 1903); actives 0.39% (n = 310,000); inhibition, % at 20 µM, or IC50 in µM where a hit was titrated; SV40 large T antigen ATPase/helicase inhibition assay; higher % means a stronger effect; in the data active means a potency from the dose series; inconclusive means inhibition mostly from about 32% at the one dose, without a potency; inactive means the rest, 99 in 100 with inhibition below about 32%; further: strong numbers were not always called active
SIAH1 antagonists = blockers of Siah-1 interaction with plectin peptide – biochemical, fluorescence polarization, rhodamine-plectin, uHTS, primary screen (AID 1817) | Siah-1 / rhodamine-plectin peptide fluorescence polarization; higher % means a stronger effect | one-dose displacement, % at 20 µM; IC50 in µM for titrated hits | actives 0.02% (n = 290,000);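 active means displacement of at least 50% at 20 µM, with a fluorescence ratio check between 0.3 and a set limit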;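 further: plate controls were Siah plus tracer with DMSO for no effect and tracer alone without Siah for full effect; strong numbers were not always called active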
MgcRacGAP inhibition = MgcRacGAP GTPase-activating activity inhibitors, confirmation, biochemical, ADP Hunter fluorescence | MgcRacGAP-stimulated Rac1 GTP hydrolysis, ADP Hunter fluorescence; higher % means a stronger effect; GST-tagged Rac1 F28L mutant substrate | inhibition, % at 30 µM; hits with a dose series show IC50 in µM | actives 0.6% (n = 340,000);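 active means first-screen hits whose inhibition reached a set limit at any dose in the follow-up dose series; inconclusive means inhibition above the set first-screen limit but never retested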;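 further: fluorescence reports GDP produced by GAP-driven GTP hydrolysis; strong numbers were not always called active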
NS5 inhibitors = flavivirus cap methylation enzyme inhibition – biochemical, confirmation dose response, primary screen (AID 588689). inhibition, % at 25 µM; hits with a dose series show IC50 in µM. Dengue-2 NS5 methyltransferase capping enzyme assay, biochemical; higher % means a stronger effect. actives 0.3% (n = 340,000); in the data active means a potency from the dose series; inconclusive means inhibition above about 29% without an active follow-up result
NTR1 ag cell count 20 µM = also measured in NTR1 ag; calls as there; cell count; measured here: cell count, cytotoxicity flag
NS5 inhibitors pilot replicate = further read-out of NS5 inhibitors, marked with its call; inhibition, %; measured here: pilot screen replicate inhibition
The depositor's hits bear a star; [ ] = another dose, or the depositor's remark.

COc1cc2ccccc2cc1C(=O)NCCCN1CCOCC1 was read as NTR1 ag 0.5, RSV CPE inhibition 0.1%, K1F lysis inhibition 0.8%[50 µM], Large T inhibition 3.5%, MgcRacGAP inhibition 3.3%, NS5 inhibitors -0.7% and NTR1 ag cell count 20 µM 63.
`COc1cc(OC)cc(-c2sc3ccc(OC)cc3c2-c2ccc(OCCN3CCOCC3)cc2)c1` gave NTR1 ag 9.7, K1F lysis inhibition 0.1%, MgcRacGAP inhibition 9.5%, NS5 inhibitors 3.6%, NTR1 ag cell count 20 µM 69 and NS5 inhibitors pilot replicate 0.3.
For CC(C)(C)OC(=O)C[C@@H]1C/C=C\C[C@@H](CC(=O)N[C@H](CO)Cc2ccccc2)C(=O)NCCOC1=O the results were NTR1 ag 0.4, K1F lysis inhibition 0.1%, MgcRacGAP inhibition 10.9%, NS5 inhibitors -3.3%, NTR1 ag cell count 20 µM 50 and NS5 inhibitors pilot replicate -4.6.
For S=c1[nH]nc(-c2ccccc2)n1/N=C/c1cccs1 the results were NTR1 ag -0.9, AID2073 -21.0%, RSV CPE inhibition 0.2%, West Nile virus CPE 1.8%, K1F lysis inhibition -0.4%, Large T inhibition 13.3%, SIAH1 antagonists -3.2%, MgcRacGAP inhibition inconclusive, NS5 inhibitors -1.4% and NTR1 ag cell count 20 µM 60.
Screening Cc1cc(NC(=O)CSc2ccc(-c3ccccc3)nn2)no1 returned NTR1 ag 0.5, AID2073 -0.7%, RSV CPE inhibition 0.5%, West Nile virus CPE -0.2%, K1F lysis inhibition 0.6%, Large T inhibition 7.9%, SIAH1 antagonists -1.3%, MgcRacGAP inhibition 2.3%, NS5 inhibitors 0.0% and NTR1 ag cell count 20 µM 74.
Screening Nc1c(C(=O)c2ccc(Br)s2)oc2ccccc12 returned NTR1 ag 1.6, AID2073 9.0%, RSV CPE inhibition 3.5%, West Nile virus CPE 0.1%, K1F lysis inhibition 0.0%, Large T inhibition -5.3%, SIAH1 antagonists -1.5%, MgcRacGAP inhibition 6.9%, NS5 inhibitors -4.0% and NTR1 ag cell count 20 µM 86.
`CCC(=O)N1CCN(c2ccc(NC(=O)c3ccc4ccccc4c3)cc2)CC1` gave NTR1 ag 2.9, AID2073 3.8%, RSV CPE inhibition -0.2%, West Nile virus CPE -0.1%, K1F lysis inhibition 1.2%, Large T inhibition 2.2%, SIAH1 antagonists -0.8%, MgcRacGAP inhibition -1.0%, NS5 inhibitors -9.1% and NTR1 ag cell count 20 µM 43.
For CC1(C)Cc2c(sc(NC(=O)c3ccc4c(c3)OCCO4)c2C(N)=O)C(C)(C)N1 the results were NTR1 ag 0.3, AID2073 17.6%, RSV CPE inhibition 1.6%, West Nile virus CPE 0.6%, K1F lysis inhibition 0.0%, Large T inhibition 11.7%, SIAH1 antagonists -6.0%, MgcRacGAP inhibition 9.6%, NS5 inhibitors 3.9% and NTR1 ag cell count 20 µM 70.
`Cc1cccc(C)c1OCc1cc(C(=O)N2CCN(C3CCCC3)CC2)no1` gave NTR1 ag 1.2, AID2073 5.6%, RSV CPE inhibition 0.1%, West Nile virus CPE -0.7%, K1F lysis inhibition -0.2%, Large T inhibition 26.1%, SIAH1 antagonists 2.1%, MgcRacGAP inhibition 7.6%, NS5 inhibitors -4.8% and NTR1 ag cell count 20 µM 66.
Screening CCn1c(CNC(=O)c2ccccc2OC)nnc1SCC(=O)c1ccc(F)cc1 returned NTR1 ag -0.5, AID2073 -5.3%, RSV CPE inhibition 2.9%, West Nile virus CPE -1.1%, K1F lysis inhibition 0.4%, Large T inhibition 3.3%, SIAH1 antagonists 0.8%, MgcRacGAP inhibition 7.7%, NS5 inhibitors -12.5% and NTR1 ag cell count 20 µM 33.
Clc1ccccc1OCCn1ccnc1 was read as NTR1 ag 0.0, AID2073 -4.4%, RSV CPE inhibition -0.9%, West Nile virus CPE 0.1%, K1F lysis inhibition 5.4%, Large T inhibition 0.2%, SIAH1 antagonists 1.4%, MgcRacGAP inhibition 13.6%, NS5 inhibitors -1.6% and NTR1 ag cell count 20 µM 87.
Screening COc1ccc(CNC(=O)CC2C[C@H](C(=O)N3CCOCC3)[C@@]3(C)c4[nH]c5ccccc5c4CCN3C2=O)cc1OC (stereo partly specified) returned NTR1 ag 5.7, K1F lysis inhibition 0.2%, MgcRacGAP inhibition 6.8%, NS5 inhibitors -3.0%, NTR1 ag cell count 20 µM 40 and NS5 inhibitors pilot replicate -4.8.
Screening Cc1onc(NC(=O)c2ccc([N+](=O)[O-])o2)c1Br returned NTR1 ag 4.9, AID2073 -17.7%, RSV CPE inhibition 6.2%, West Nile virus CPE inconclusive, K1F lysis inhibition -1.5%, Large T inhibition -0.7%, SIAH1 antagonists -2.7%, MgcRacGAP inhibition 6.7%, NS5 inhibitors 3.1% and NTR1 ag cell count 20 µM 68.
For CCc1nnc(NC(=O)[C@@H](NC(=O)c2cc(OC)cc(OC)c2)C(C)C)s1 the results were NTR1 ag 0.2, AID2073 0.2%, RSV CPE inhibition 1.6%, West Nile virus CPE -0.7%, K1F lysis inhibition -0.3%, Large T inhibition -2.0%, SIAH1 antagonists -0.1%, MgcRacGAP inhibition -0.6%, NS5 inhibitors 9.1% and NTR1 ag cell count 20 µM 70.
`COCCn1c(C)cc(C(=O)COC(=O)c2cncc(Br)c2)c1C` gave NTR1 ag 0.3, AID2073 -1.4%, RSV CPE inhibition 1.3%, West Nile virus CPE 0.0%, K1F lysis inhibition 0.0%, Large T inhibition -4.9%, SIAH1 antagonists 1.7%, MgcRacGAP inhibition 15.5%, NS5 inhibitors -11.8% and NTR1 ag cell count 20 µM 70.
`CCn1c(COc2cccc(C)c2)nnc1SCC(=O)CC(=O)Nc1ccccc1OC` gave NTR1 ag 3.7, AID2073 6.0%, RSV CPE inhibition 7.3%, West Nile virus CPE 0.0%, K1F lysis inhibition -0.4%, Large T inhibition -0.8%, SIAH1 antagonists 1.6%, MgcRacGAP inhibition 3.9%, NS5 inhibitors -4.2% and NTR1 ag cell count 20 µM 85.
`Cc1cccn2c(=O)c3cc(C(=O)N4c5ccccc5CC4C)n(C)c3nc12` (stereo unspecified) gave NTR1 ag -1.1, AID2073 16.8%, RSV CPE inhibition 2.4%, K1F lysis inhibition -0.8%, Large T inhibition 0.4%, SIAH1 antagonists 2.6%, MgcRacGAP inhibition 3.2%, NS5 inhibitors 7.3% and NTR1 ag cell count 20 µM 86.
For CCOC(=O)c1c(C)[nH]c2c1cc(O)c1ccccc12 the results were NTR1 ag 2.1, AID2073 -9.2%, RSV CPE inhibition 5.1%, West Nile virus CPE 0.2%, K1F lysis inhibition 0.6%, Large T inhibition 17.3%, SIAH1 antagonists 0.8%, MgcRacGAP inhibition 13.6%, NS5 inhibitors 7.5% and NTR1 ag cell count 20 µM 55.
Screening N#Cc1c(-c2ccco2)nc(NCC2CCCO2)[nH]c1=O (stereo unspecified) returned NTR1 ag -1.8, AID2073 23.0%, RSV CPE inhibition 1.6%, West Nile virus CPE 0.9%, K1F lysis inhibition 0.8%, Large T inhibition 1.9%, SIAH1 antagonists -0.3%, MgcRacGAP inhibition 15.1%, NS5 inhibitors -8.9% and NTR1 ag cell count 20 µM 36.
`CCc1ccc2oc(-c3cc(N=Cc4cccc(OC)c4O)ccc3O)nc2c1` gave NTR1 ag -0.5, AID2073 18.7%, RSV CPE inhibition 17.7%, West Nile virus CPE 2.3%, Large T inhibition 8.1%, SIAH1 antagonists -2.0% and NTR1 ag cell count 20 µM 82.
Screening COc1cccc(CC2(CO)CCN(C(=O)NC3CCCCC3)CC2)c1 returned NTR1 ag -1.2, AID2073 -4.4%, RSV CPE inhibition 2.0%, West Nile virus CPE -1.1%, K1F lysis inhibition 0.3%, Large T inhibition 12.9%, SIAH1 antagonists -2.2%, MgcRacGAP inhibition 2.9%, NS5 inhibitors -7.6% and NTR1 ag cell count 20 µM 47.
CC(=O)NCCc1ccc(C(=O)COC(=O)C2CCCCC2)cc1 was read as NTR1 ag -0.7, K1F lysis inhibition 1.6%, MgcRacGAP inhibition 6.2%, NS5 inhibitors 11.6% and NTR1 ag cell count 20 µM 66.
`O=C(O)c1ccc(-n2c(/C=C/c3cccc([N+](=O)[O-])c3)nc3ccccc3c2=O)cc1` gave NTR1 ag 1.2, AID2073 6.2%, RSV CPE inhibition 2.3%, West Nile virus CPE 2.4%, K1F lysis inhibition 0.3%, Large T inhibition 17.9%, SIAH1 antagonists 0.1%, MgcRacGAP inhibition 7.9%, NS5 inhibitors -0.7% and NTR1 ag cell count 20 µM 98.
`O=C(Cc1ccccn1)c1ccc(Cl)cc1` gave NTR1 ag 11.4, RSV CPE inhibition 2.2%, K1F lysis inhibition -0.6%, Large T inhibition 5.4%, MgcRacGAP inhibition 6.3%, NS5 inhibitors -0.8% and NTR1 ag cell count 20 µM 80.
Screening C=CCn1c(O)c(N=NC(=S)Nc2ccc(OC)c(Cl)c2)c2ccccc21 returned NTR1 ag 5.1, AID2073 -4.9%, RSV CPE inhibition 1.4%, West Nile virus CPE -1.5%, K1F lysis inhibition 0.0%, Large T inhibition 5.7%, SIAH1 antagonists -11.3%, MgcRacGAP inhibition -5.1%, NS5 inhibitors -0.7% and NTR1 ag cell count 20 µM 65.
CCC(CO)NCc1ccc(OC2CCCC2)cc1 (stereo unspecified) was read as NTR1 ag 0.6, AID2073 12.6%, RSV CPE inhibition -0.9%, West Nile virus CPE 0.0%, K1F lysis inhibition 3.2%, Large T inhibition 4.5%, SIAH1 antagonists -2.8%, MgcRacGAP inhibition 3.7%, NS5 inhibitors -4.0% and NTR1 ag cell count 20 µM 77.
Screening O=C(c1ccsc1)N1CCCC(N2CCN(c3ccccc3F)CC2)C1 (stereo unspecified) returned NTR1 ag 0.6, AID2073 7.7%, RSV CPE inhibition -0.6%, West Nile virus CPE -0.9%, K1F lysis inhibition -0.1%, Large T inhibition 8.5%, SIAH1 antagonists 3.9%, MgcRacGAP inhibition 12.2%, NS5 inhibitors -0.3% and NTR1 ag cell count 20 µM 75.
CCOC(=O)CSc1nc(C2CC2)cc(-c2ccc(Cl)cc2)c1C#N was read as NTR1 ag 2.5, AID2073 3.1%, RSV CPE inhibition 2.5%, West Nile virus CPE -0.6%, K1F lysis inhibition 4.0%, Large T inhibition 12.2%, SIAH1 antagonists 2.0%, MgcRacGAP inhibition 5.7%, NS5 inhibitors -4.4% and NTR1 ag cell count 20 µM 71.
